# Screening data: PubChem, National Center for Advancing Translational Sciences (NCATS)
# CXXC DNA block: inhibitors of human MLL CXXC domain-DNA interaction. actives 0.037% (n = 290,000). MLL-CXXC / FITC-HOXA9 DNA fluorescence polarization. Potency, µM (series often up to 115 µM), inactives show top-dose activity change, negative = inhibition, actives largely listed as inhibitors. AID 2662. Q03164; active = well fitted inhibition curve with a large enough effect in the polarisation, with a control signal flat, not every such curve was filed as active; inconclusive = small, poorly fitted or top-dose-only effect, or effect the other way, or a change in a side signal; inactive = no such curve, though single readings can be large or run the other way; the % refers to the polarisation; also: potency is read from the fitted curve at half-maximal effect
#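 Fluorescence polarization: 7 uM MLL-CXXC (stock) preincubated 5 min with compounds, then 50 nM fluorescein-HOX-A9 DNA (stock) added; 30 min ambient. Buffer 50 mM Tris-HCl pH 7.5, 50 mM NaCl, 1 mM DTT, 0.05% BSA.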
# GALK inhibitor: inhibitors of human galactokinase. P51570. Purified GALK, Kinase-Glo residual ATP luminescence. Potency, µM (top dose mostly 57.5 µM), inactives show top-dose activity change, negative = inhibition, hits mostly inhibitors. AID 1868. actives 0.007% (n = 270,000); also: potency is read from the fitted curve at half-maximal effect; % is scaled to controls: 0 for no effect and ±100 for the full control effect
#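 ATP-depletion format; final 35 uM ATP, 100 uM D-galactose, 5 nM enzyme; pH 8.0 HEPES/Mg2+ buffer; 60 min RT; luminescence read 10 min after detection reagent.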
# TRPV1 agonist: agonists of human vanilloid receptor 1 (TRPV1); TRPV1-expressing cells, Fluo-8 calcium influx, agonist mode; activation, % at 8.33 µM; actives 0.19% (n = 320,000); AID 540275; in the data active = activation above about 80%; inconclusive = between about 30% and that limit; also: 0% is about no effect
# Target sequence (Q8NER1 whole entry, looked up): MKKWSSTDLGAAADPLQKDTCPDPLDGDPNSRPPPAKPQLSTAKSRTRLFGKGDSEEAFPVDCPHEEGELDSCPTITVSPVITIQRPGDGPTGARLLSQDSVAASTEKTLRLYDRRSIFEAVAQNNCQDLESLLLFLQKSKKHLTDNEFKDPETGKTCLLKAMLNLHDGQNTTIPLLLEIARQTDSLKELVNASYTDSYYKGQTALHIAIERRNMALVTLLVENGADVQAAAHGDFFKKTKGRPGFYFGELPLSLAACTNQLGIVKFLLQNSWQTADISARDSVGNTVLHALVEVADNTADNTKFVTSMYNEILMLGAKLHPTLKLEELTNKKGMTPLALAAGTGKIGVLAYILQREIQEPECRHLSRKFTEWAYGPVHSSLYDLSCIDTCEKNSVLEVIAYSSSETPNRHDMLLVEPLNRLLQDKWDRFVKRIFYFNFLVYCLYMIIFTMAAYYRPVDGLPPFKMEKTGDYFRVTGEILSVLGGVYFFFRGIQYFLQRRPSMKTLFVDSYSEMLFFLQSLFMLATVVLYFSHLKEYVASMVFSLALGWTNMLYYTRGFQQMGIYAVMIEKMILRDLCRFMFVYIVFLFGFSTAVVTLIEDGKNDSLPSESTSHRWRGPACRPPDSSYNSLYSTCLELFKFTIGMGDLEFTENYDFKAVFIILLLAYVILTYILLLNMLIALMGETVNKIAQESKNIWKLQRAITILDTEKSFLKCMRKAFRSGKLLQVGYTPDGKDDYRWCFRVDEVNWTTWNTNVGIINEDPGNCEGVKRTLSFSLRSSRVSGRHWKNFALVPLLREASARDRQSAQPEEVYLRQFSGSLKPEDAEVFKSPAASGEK
#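 Cells expressing TRPV1 were dye-loaded with Fluo-8 and read kinetically: 10 s baseline, 3 min after compound (agonist portion), then 2 min after EC20 capsaicin (allosteric enhancer portion). Calcium-bound dye fluorescence at 480/520 nm.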
# AT treatment: candidate therapy for ataxia-telangiectasia; […] A-T fibroblasts, KAP-1 phosphorylation AlphaLISA; neocarzinostatin DNA damage 30 min before lysis; Potency, µM (series often up to 57.5 µM), for the others: at the highest dose activation, actives largely listed as activators; actives 0.19% (n = 320,000); AID 485349; also: potency is read from the fitted curve at half-maximal effect; % of control where 0% means no effect; nearly all actives have a fitted effect of over 45% in size
#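 ATM-like activity read as KAP-1 phosphorylation via AlphaLISA donor/acceptor antibody pairs after lysis and 6 hr at 25C. Cells were ATM-null patient fibroblasts ([…], hTERT), dosed 60 min, then exposed to the DSB inducer NCS for 30 min.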
# KCNH2 WT inh: KCNH2 (human, wildtype) channel inhibition | activity change, % at 1.84 µM | Q12809 | U2OS, BacMam KCNH2, thallium flux FluxOr; active compounds read low | AID 720551 | actives 0.37% (n = 340,000);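 active = maximum activity change below -70%; inconclusive = maximum activity change between -70% and -50%; inactive = maximum activity change above -50%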; also: % is scaled to controls: 0 for no effect and ±100 for the full control effect
#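 U2OS cells were transduced with wild-type KCNH2 virus (2.03 x 10^8 / mL) for 4 h at room temperature, then cultured overnight at 37 C. Thallium flux was read with FluxOr dye. Rate constants were normalized to DMSO controls.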
# a7 integrin act: integrin-mediated muscular dystrophy alleviation activation; Potency, µM (series often up to 38.3 µM), inactives show top-dose activation, most hits filed as activators; alpha7betagal myoblasts, beta-gal FDG fluorescence, 48 h; actives 0.064% (n = 350,000);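 also: potency is read from the fitted curve at half-maximal effect; 100% = response of the positive control SU9516; nearly all actives have a fitted effect of over 60% in size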
#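 Alpha7betagal+/- myoblasts (passage 13) were plated 16-24 hr, then exposed to compounds (1:260 dilution of DMSO stock) for 48 hours at 37C. After MPER lysis, β-galactosidase reporter activity was read as FDG fluorescence (ex 480/em 540) after 30 minutes.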
# S-ASM inh: human S-ASM enzyme inhibition; P17405; placental ASM, HMU-PC fluorogenic substrate, 60 min; Potency, µM (titrated, usually from 57.5 µM), without a hit: at the top dose activity change, negative = inhibition, actives largely listed as inhibitors; actives 0.006% (n = 340,000); AID 504937; also: potency is read from the fitted curve at half-maximal effect
#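 HMU-PC0 cleavage (9 uM final) by human placental ASM, 60 min at 37 °C following 10 min compound exposure at RT; stopped at pH 10, fluorescence Ex 386/Em 447 nm.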
# MBNL1 CUG block: MBNL1-poly(CUG) RNA binding inhibition; Potency, µM (top dose mostly 57.5 µM), inactives show at the top dose activity change, negative = inhibition, most hits filed as inhibitors; actives 0.036% (n = 280,000); TR-FRET MBNL1-His/biotin-(CUG)12 binding, 665/545 ratio; active = well fitted inhibition curve with a large enough effect in the signal ratio, with a control signal flat, not every such curve was filed as active; inconclusive = small, poorly fitted or top-dose-only effect, or effect the other way, or a change in a side signal; inactive = no such curve, though single readings can be large or run the other way; the % refers to the signal ratio; also: potency is read from the fitted curve at half-maximal effect; % is scaled to controls: 0 for no effect and ±100 for the full control effect
#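 TR-FRET readout: Ex 340 nm, 665/545 nm emission ratio, normalized to buffer-only (basal) and MBNL1-(CUG)12 controls. Complex of MBNL1-His with Biotin-(CUG)12, compounds 92 nM–58 uM, incubated 60 min at room temperature.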
# FBPA coupling cs: coupling enzyme interference in Giardia aldolase counter-screen; coupling enzyme system counterscreen, AmpLite Red fluorescence; activity change, negative = inhibition, % at 58.2 µM, hits read low; actives 0.67% (n = 290,000); AID 2472; in the data active = activity change below about -30%; also: % is scaled to controls: 0 for no effect and ±100 for the full control effect
#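 First, compound is pin-transferred into glyceraldehyde-3-phosphate coupling-enzyme reagent at 57.5 uM final and held 10 min at RT. Next, substrate, coupling system and AmpLite Red are added. After 20 min RT, fluorescence (525/598 nm) is read.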
# KCNH2 3.1 inh: inhibitors of human KCNH2 3.1 potassium channel isoform; U2OS KCNH2 3.1, thallium flux FluxOr; active compounds read low; activity change, % (tested at about 1.8 µM); actives 0.95% (n = 340,000);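 active = maximum activity change below -70%; inconclusive = maximum activity change from -70% to -50%; inactive = maximum activity change above -50%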;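 also: thallium influx rate constant from kinetic fluorescence after stimulation buffer; % is scaled to controls: 0 for no effect and ±100 for the full control effect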
#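 We transduce U2OS cells with the mutant 3.1 virus, culture them overnight, load FluxOr with Red40 quencher for 45 min, then add stimulation buffer and read kinetically for 2 min to derive a normalized rate constant.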
# * hit, by the source's call; ? = inconclusive; / = no result given; [ ] = remark or other dose. Unless noted, calls follow the shape of the dose curve; as a rule, active = well fitted curve in the direction sought with a large enough effect; inconclusive = small, poorly fitted or top-dose-only effect, or another doubt; inactive = no such curve, though single readings can be large; an effect the other way counts as inactive or inconclusive. Rows are unselected; any-hit rate near 2%.
SMILES,CXXC DNA block,GALK inhibitor,TRPV1 agonist,AT treatment,KCNH2 WT inh,a7 integrin act,S-ASM inh,MBNL1 CUG block,FBPA coupling cs,KCNH2 3.1 inh
Cc1ccc(Nc2cc(C)nn2-c2nc(C)cc(=O)[nH]2)cc1,-27%,/,10,10%,-8,-68%[inhibitor],?,-5%,2,-3
CS(=O)(=O)N(Cc1ccccc1)c1ccc(C(=O)Nc2ccc3c(c2)OCO3)cc1,9%,-3%,-4,0%,-5,16%,-7%,-2%,0,-5
CCOc1cc(C#N)ccc1OCC(=O)N1CCc2ccccc2C1,-10%,-2%,1,2%,6,-46%[inhibitor],-1%,2%,-1,1
CCOC(=O)C(C)N1N=C(/C=C/c2ccc(C)cc2)CCC1=O (stereo not given),3%,2%,2,4%,-5,-2%,-5%,?,1,-4
CC(C)C1N(C(=O)N2CCOCC2)CCN1S(=O)(=O)c1ccccc1 (stereo not given),12%,-3%,2,-1%,-4,42%,7%,-4%,-3,-10
CN(C/C=C/c1ccccc1)Cc1cccc2ccccc12,/,/,-1,40µM*,15,/,-2%,/,/,-95*
Cc1ccc(CNC(=O)c2ccc(CS(=O)Cc3cccc(Cl)c3)o2)cc1 (stereo not given),-4%,6%,11,2%,0,-13%,0%,-3%,1,4
CCc1ccccc1NC(=O)N1CCCc2ccccc21,-1%,1%,-1,-4%,2,8%,2%,3%,3,13
C/C(CC(=O)NCc1ccco1)=N\NC(=O)CC#N,15%,11%,2,1%,-4,23%,2%,-8%,0,-8
COc1ccc(CN2CCCCC2C)cc1C (stereo not given),16%,2%,-4,/,6,17%,-2%,-12%,2,2
O=C(Nc1nnc(Cc2ccc(F)cc2)s1)Nc1ccccc1F,-9%,-2%,2,14%,-3,0%,-6%,-4%,1,-11
O=C(CCS(=O)(=O)c1cccc2nonc12)Nc1ccc(Br)cc1,1%,-3%,?,7%,6,-21%,-6%,?,1,-11
Cc1cc(C(=O)NNC(=O)c2ccc(Cl)cc2)c2ccccc2n1,/,/,20,-1%,-12,-38%[inhibitor],-1%,/,/,7
Nc1nonc1OCCN1CCN(c2ccc([N+](=O)[O-])c3cccnc23)CC1,0%,0%,7,-18%,2,14%,-8%,?,-6,-30
COc1ccccc1CNC(=O)[C@H](C)NC(=O)C1CCN(C(=O)[C@@H](N)CCSC)CC1,-3%,/,-1,-7%,1,11%,4%,2%,2,8
CCOC(=O)C1=C(CNC2CCCCC2)NC(=O)NC1c1cc(C)ccc1C (stereo not given),4%,-1%,10,3%,0,2%,4%,-9%,-6,-17
C/C(=N\NC(=O)CNc1ccc(F)cc1)c1cc2ccccc2o1,?,1%,1,7%,-7,-12%,-9%,?,2,-47
N/C(=N\OC(=O)CC1CCCCC1)c1ccncc1,-12%,-2%,5,2%[11.5 µM],6,21%,4%,-6%,2,-1
Cc1ccccc1CSCCNC(=O)COc1ccc(Cl)cc1,20%,1%,21,6%,3,-24%,-7%,/,5,-11
COc1ccc(C2(CNC(=O)CCC(=O)O)CCCC2)cc1OC,7%,0%,1,-1%,-3,28%,5%,-5%,3,-12
O=C1c2ccccc2C(=O)N1CCOCCN1C(=O)c2ccccc2C1=O,-6%,0%,-2,3%,-6,-10%,3%,9%,-1,6
COc1ccc([C@H]2CC(=O)C=C(c3ccc(SC)cc3)C2)cc1OC,/,/,7,6%,-8,-12%,8%,/,/,-4
COc1cccc(-n2ccnc2SCC(=O)Nc2nccs2)c1,-9%,5%,3,1%,-9,-7%,2%,0%,0,-8
O=C(CN1CCC(NC(=O)Cc2ccccc2)CC1)Nc1ccccc1Br,-2%,1%,?,/,-5,-33%,2%,/,3,15
COc1cc(C(=O)OCC(=O)NC(=O)NC2CCCCC2)cc(Cl)c1OC,/,/,-2,-5%,-7,-10%,-11%,/,/,-3

# The closing three entries of the part before come first, to join the parts.
SMILES,CXXC DNA block,GALK inhibitor,TRPV1 agonist,AT treatment,KCNH2 WT inh,a7 integrin act,S-ASM inh,MBNL1 CUG block,FBPA coupling cs,KCNH2 3.1 inh
COc1cccc(-n2ccnc2SCC(=O)Nc2nccs2)c1,-9%,5%,3,1%,-9,-7%,2%,0%,0,-8
O=C(CN1CCC(NC(=O)Cc2ccccc2)CC1)Nc1ccccc1Br,-2%,1%,?,/,-5,-33%,2%,/,3,15
COc1cc(C(=O)OCC(=O)NC(=O)NC2CCCCC2)cc(Cl)c1OC,/,/,-2,-5%,-7,-10%,-11%,/,/,-3
Nc1ncnc2c1nc(SCCO)n2Cc1ccccc1,-9%,4%,2,0%,-13,23%,-2%,-8%,-1,-2
CC(C)(C)NC(=O)Cn1nnc(-c2ccccc2Cl)n1,-18%,-1%,1,7%,4,25%,1%,-13%,2,-2
CCOc1ccc(OCCOCCOc2ccccc2Cl)cc1,-6%,0%,1,6%,15,-8%,-16%,/,-1,-16
CCOc1ccc(S(=O)(=O)NCCC(=O)N2CC(C)CC(C)C2)cc1 (stereo not given),/,/,16,-2%,6,12%,3%,/,/,10
COc1ccc(CCCc2nnc(SCC(=O)Nc3ncc(C)s3)o2)cc1,17%,7%,1,5%,1,-4%,0%,-8%,2,7
CCOCCCNC(=S)NCCNc1nc2ccc(C)cc2cc1C#N,3%,-3%,10,2%,6,-8%,383%[activator],?,-1,-6
NC(=O)C1CCN(C2CC(=O)N(Cc3ccc(N4CCCC4=O)cc3)C2=O)CC1 (stereo not given),2%,-1%,-2,7%,15,4%,9%,-2%,2,-5
Cc1ccc(OCC(=O)NC(=S)Nc2cccc(NC(=O)c3ccc(Cl)cc3Cl)c2)cc1,8%,2%,2,0%,7,-3%,-2%,/,-2,-29
COC(=O)N/N=C(\C)c1ccc(C)c([N+](=O)[O-])c1,-1%,1%,1,-2%,13,41%,1%,32%[activator],1,6
CCN(CC)C(=O)c1sc2nc(-c3cccs3)cc(-c3ccc(Cl)cc3)c2c1N,?,/,9,-6%,-16,28%,-1%,31%[activator],4,-14
O=C(NCc1cccnc1)Nc1ccc2c(c1)OCO2,16%,0%,1,-1%,3,-12%,5%,-7%,0,7
O=C1NCCCC1C(=O)N/N=C/c1cc([N+](=O)[O-])ccc1O (stereo not given),-1%,-1%,-2,-42%,2,12%,-3%,?,-2,1
COc1ccccc1OCCn1cc(/C=N/NC(=O)c2ccncc2)c2ccccc21,-8%,0%,-2,32%,1,-10%,-7%,21%,-3,1
CCCCn1cnc2c(c1=O)c1nc3ccccc3nc1n2Cc1ccc2c(c1)OCO2,4%,-2%,3,8%,-18,17%,74%,/,-1,0
O=C(N/N=C/C=C/c1ccco1)/C(=C/c1ccccc1)NC(=O)c1ccccc1,6%,-1%,-2,3%,4,-2%,-1%,29%,2,-8
CN=C(C)c1c(O)c2ccccc2oc1=O,7%,1%,7,7%,-8,-5%,0%,-1%,4,1
CCc1ncc(CN2CCC(C(=O)Nc3cccc(-c4cscn4)c3)CC2)cn1,-6%,3%,-5,12%,4,-23%,0%,-11%,-2,-3
CC(Sc1nc(N)cc(=O)[nH]1)C(=O)NCC(=O)Nc1ccc(F)c(F)c1F (stereo not given),/,/,0,-3%,-18,-43%,6%,/,/,-21
Cc1cc(C(=O)CSc2nnc(-c3ccco3)o2)c(C)n1Cc1ccco1,0%,-2%,-1,-3%,-3,-22%,2%,5%,-4,/
Cc1noc(C)c1C(=O)N1CCCC(Nc2ccc(C(C)C)cc2)C1 (stereo not given),4%,7%,?,-2%,5,-10%,1%,-6%,-1,0
Cc1sc2c(c1C)CN(Cc1ccncc1)CN2C(=O)c1ccco1,0%,-2%,-1,0%,-5,-7%,3%,-3%,-3,9
O=C(CSc1nc2c(c(=O)n1-c1ccc(Br)cc1)SCC2)NCC1CCCO1 (stereo not given),-1%,0%,-9,3%,-5,8%,6%,?,-1,13
O=[N+]([O-])c1ccccc1CSc1ccccn1,1%,-1%,4,1%,-3,-11%,-1%,7%,-2,11
CC(=O)N1c2c(cc(Br)cc2S(=O)(=O)N2CCN(c3ccccn3)CC2)CC1C (stereo not given),-5%,-1%,1,4%,3,-5%,-2%,-3%,6,4
COc1ccc(S(=O)(=O)N2CN(Cc3ccco3)c3nc4ccccc4nc32)cc1,-9%,-2%,2,4%,-2,6%[7.66 µM],34%,16%,-3,-9
Nc1ccccc1Nc1cc(-c2ccccc2)nn1-c1cccc(Cl)c1,-9%,1%,9,-5%,-5,?,-14%,-2%,-6,-11
Cc1cc(Br)ccc1NC(=O)CNC(=O)CSc1ncccn1,/,/,-5,7%,6,6%,4%,/,/,14
